Screens deposited in PubChem BioAssay by National Center for Advancing Translational Sciences (NCATS).
N370S GC: N370S glucocerebrosidase modulation, Gaucher chaperone candidate. N370S GC spleen homogenate, 4MU-glucoside fluorescence. Potency, µM (titrated, usually from 59.4 µM), inactives show at the highest dose activity change, negative = inhibition, hits mostly inhibitors. 330,000 tested, 0.092% active. AID 2101;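 note: 0% = full enzyme activity and -100% = no enzyme basal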
TDP1 inh: blocks human tyrosyl-DNA phosphodiesterase 1; AID 485290; Q9NUW8; recombinant TDP1, AlphaScreen DNA substrate cleavage; Potency, µM (highest dose often 130 µM), for the others: at the top dose activity change, negative = inhibition, most hits filed as inhibitors; 350,000 tested, 0.28% active; note: nearly all actives have a fitted effect of over 40% in size
Target sequence (Q9NUW8 whole entry, looked up): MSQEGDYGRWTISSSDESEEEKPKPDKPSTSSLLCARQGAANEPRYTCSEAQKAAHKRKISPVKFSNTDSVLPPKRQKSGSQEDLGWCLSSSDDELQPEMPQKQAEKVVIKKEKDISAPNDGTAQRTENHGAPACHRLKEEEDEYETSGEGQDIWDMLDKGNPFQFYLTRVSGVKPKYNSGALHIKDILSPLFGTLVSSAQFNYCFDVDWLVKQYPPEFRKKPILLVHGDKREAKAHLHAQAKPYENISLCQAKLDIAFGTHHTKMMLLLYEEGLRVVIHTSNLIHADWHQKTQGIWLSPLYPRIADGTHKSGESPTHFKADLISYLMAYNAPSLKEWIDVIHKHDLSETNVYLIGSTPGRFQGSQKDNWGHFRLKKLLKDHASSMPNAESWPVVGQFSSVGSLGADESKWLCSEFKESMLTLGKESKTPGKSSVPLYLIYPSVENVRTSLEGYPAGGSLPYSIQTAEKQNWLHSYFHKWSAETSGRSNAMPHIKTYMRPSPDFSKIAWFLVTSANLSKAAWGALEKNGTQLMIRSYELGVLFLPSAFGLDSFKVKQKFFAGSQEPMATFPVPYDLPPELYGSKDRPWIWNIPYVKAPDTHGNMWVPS
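E. coli-derived human Tdp1, 1 nM final. Cpd preinc 15 min RT; substrate 15 nM final, 5 min RT; AS bead mix 10 ug/ml final, 10 min RT. Signal loss = tyrosine-FITC cleavage. No-enzyme wells = max signal.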
FEN1 inhibitor: human FEN1 inhibition; Recombinant FEN1 flap cleavage, fluorescence, 15 min; Potency, µM (highest dose often 114 µM), for inactives: at the top dose activity change, negative = inhibition, usual class: inhibitors; 390,000 tested, 0.35% active; note: nearly all actives have a fitted effect of over 65% in size
Target sequence (P39748 whole entry, looked up): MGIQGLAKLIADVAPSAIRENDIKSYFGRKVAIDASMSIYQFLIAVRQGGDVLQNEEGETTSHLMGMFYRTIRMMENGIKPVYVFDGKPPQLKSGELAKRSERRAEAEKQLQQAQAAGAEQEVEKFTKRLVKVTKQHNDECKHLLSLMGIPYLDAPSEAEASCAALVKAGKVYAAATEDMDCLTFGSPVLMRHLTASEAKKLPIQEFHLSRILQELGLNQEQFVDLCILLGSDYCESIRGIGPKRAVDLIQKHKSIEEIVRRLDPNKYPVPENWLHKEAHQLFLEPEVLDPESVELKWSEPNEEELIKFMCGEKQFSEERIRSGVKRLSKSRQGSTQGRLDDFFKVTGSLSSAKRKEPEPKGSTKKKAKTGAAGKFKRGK
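Quantitative HTS format: each compound was titrated, incubated with 10 nM nuclease for 15 min at room temperature, then challenged with flap substrate at 50 nM final. Signal change over 15 min gave concentration–effect curves.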
* = called active by the depositor; ? = inconclusive; . = no result given; & = joins results of further samples; [ ] = another dose, or the depositor's remark. Calls come from the whole dose curve; as a rule, active = well fitted curve in the direction sought with a large enough effect; inconclusive = small, poorly fitted or top-dose-only effect, or another doubt; inactive = no such curve, though single readings can be large; an effect the other way counts as inactive or inconclusive. Unless noted, % is set by controls: 0 for no effect and ±100 for the full control effect; potency is the fitted concentration of half-maximal effect. This is a random part of the collection; about 0.53% have a hit in one of these screens.

SMILES	N370S GC	TDP1 inh	FEN1 inhibitor
C=CCc1ccc(OCCN2CCc3ccccc3C2)c(OC)c1	?	-2%	-2%
C/C(CC(=O)Nc1cc(C)cc(C)c1)=N\NC(=O)c1ccccn1	2%	3%	6%
Cc1cc(NC(=O)C2CC2)ncc1NC(=O)C12CC3CC(CC(C3)C1)C2	-1%	-3%	1%
O=C(COc1cccc(Cl)c1Cl)Nc1ccc2c(c1)CCC2	-12%	0%	-4%
O=C(COC(=O)Cc1ccc(-c2ccccc2)cc1)NCc1ccccc1	-12%	1%	-2%
Cn1c(=O)oc2cc(S(=O)(=O)NCCC(=O)N3CCN(c4ccccc4)CC3)ccc21	3%	6%	11%
O=C(NCCCn1ccnc1)C(=O)NCC(c1ccco1)N1CCN(c2ccccc2)CC1 (stereo not given)	7%	7%	-2%
O=C(COc1ccc([N+](=O)[O-])cc1)Nc1ccc(NC(=O)c2ccccc2)cc1	-8%	2%	1%
Cc1ccc(N2C(=O)N(CC(=O)Nc3ccccc3C(F)(F)F)C(=O)C2C)cc1 (stereo not given)	.	-3%[56.1 µM]	-2%
O=C(CCN1C(=O)COc2ccccc21)NCc1ccco1	-1%	5%	9%
O=C(O)/C=C/C(=O)NCCNc1ncc(C(F)(F)F)cc1Cl	7%	-3%	-3%
Cc1ccc(NC(=O)N2CCC(C(=O)NCCC3=CCCCC3)CC2)cc1	-3%[2.35 µM]	0%	-5%
CCCCn1c(N)c(N(CCOC)C(=O)c2cc(S(=O)(=O)N3CCCCC3)ccc2C)c(=O)[nH]c1=O	-5%	.	6%
CCc1c(C)nc2cc(-c3ccc(Cl)cc3)[nH]n2c1=O	-9%	.	7%
C=CCSc1nc2c(c(=O)n(C)c(=O)n2C)n1CC	5%	5%	-4%

Sorted by number of heavy atoms (rising): part of the list above.
SMILES	N370S GC	TDP1 inh	FEN1 inhibitor
CCc1c(C)nc2cc(-c3ccc(Cl)cc3)[nH]n2c1=O	-9%	.	7%
O=C(COc1ccc([N+](=O)[O-])cc1)Nc1ccc(NC(=O)c2ccccc2)cc1	-8%	2%	1%
Cn1c(=O)oc2cc(S(=O)(=O)NCCC(=O)N3CCN(c4ccccc4)CC3)ccc21	3%	6%	11%
O=C(NCCCn1ccnc1)C(=O)NCC(c1ccco1)N1CCN(c2ccccc2)CC1 (stereo not given)	7%	7%	-2%

More entries follow:
SMILES	N370S GC	TDP1 inh	FEN1 inhibitor
CCN1CCN(C(=O)/C=C/c2ccc(C)cc2)CC1	-14%	1%	-2%
O=C(NCCCN1CCOCC1)c1ccc(Sc2cccc(Cl)c2)c([N+](=O)[O-])c1	-15%	4%	-7%
O=C(c1ccc(F)cc1)C1CCN(C(=O)Nc2ccc(F)cc2)CC1	4%[12.8 µM]	0%	-4%
O=C(Nc1cccc(S(=O)(=O)N2CCCCCC2)c1)c1ccc(=O)[nH]c1	.	2%	14%
CNc1ccc(C(=O)OCC(=O)NC(=O)NC2CCCC2)cc1[N+](=O)[O-]	.	1%	-13%
Cc1cc(C)c(C#N)c(Nc2ccc3c(c2)OCCO3)n1	13%	1%	-1%
CC1CCc2cc(F)ccc2N1C(=O)CSc1nnc2c3ccccc3n(C)c2n1 (stereo not given)	6%	-3%	-6%
Cc1cc(Br)ccc1NC(=O)CN(C)C(=O)c1ccc2ccccc2n1	.	0%	1%
Fc1ccc(/C=C2\CCCC3=C2NC(=S)NC3c2ccc(F)cc2)cc1 (stereo not given)	-2%	2%	.
COc1cc(OC)cc(-c2c(-c3ccc(F)cc3)c3cc(-c4ccc(OC)nc4)ccc3n2C)c1	.	3%	11%
O=C(COc1ccc(S(=O)(=O)NC2CCCCC2)cc1Cl)NCC1CCCO1 (stereo not given)	0%	-3%	16%
CCCC1(c2ccccc2)NC(=O)N(CC(=O)Nc2ccc(N3CCOCC3)cc2)C1=O (stereo not given)	.	0%	-7%
CN(CCn1ccnc1)Cc1cn(Cc2ccccc2)nc1-c1ccc2c(c1)OCO2	-5%	.	0%
O=C(NCCN1CCOCC1)C1(C(F)(F)F)C/C(=C\CCO)CCCO1 (stereo not given)	-6%	8%	16%
COc1ccc(C(=O)Cn2cnc3ccccc3c2=O)cc1OC	2%	1%	-2%
COc1ccc(CNC(=O)c2ccc(CS(=O)Cc3cccc(Cl)c3)o2)cc1 (stereo not given)	20%	2%	-12%
COC(=O)c1ccc(CSc2nc(C(F)(F)F)c3c(c2C#N)CCC3)o1	?	-2%	-26%
Cc1ccc(S(=O)(=O)Nc2cc(S(=O)(=O)N3CCCCC3)ccc2N2CCOCC2)cc1	0%	-1%	2%
COc1ccc(NCc2nnc(SCc3ccccc3)n2-c2ccc(OC)cc2)cc1	2%	12%	-24%
CCOC(=O)C(=Cc1cc(=O)c(OC)co1)C(=O)OCC	-7%	-10%	-2%
O=c1oc2ccccc2c(NCc2ccccc2)c1[N+](=O)[O-]	20%	3%	-7%
CCOC(=O)/C(C#N)=C\c1cn(C)c2ccccc12	-12%	1%	-4%
Cc1cc(C)cc(NC(=S)N2CCN(S(C)(=O)=O)CC2)c1	0%	1%[56.1 µM]	0%
Cc1ccc(N2CC(NS(=O)(=O)c3cccnc3)CC2=O)cc1C (stereo not given)	-6%	.	1%
Cc1cccc(S(=O)(=O)c2cn(Cc3ccc(F)cc3)c3cc(N4CCOCC4)c(F)cc3c2=O)c1	.	4%	13%
C=C(C(=O)c1ccccc1)C(CC(=O)c1ccccc1)c1ccccc1 (stereo not given)	17%	-5%	2%
Clc1ccc(-c2csc3ncnc(N4CCc5ccccc5C4)c23)cc1	5%	-3%	3%
CC1(C)CC(=O)C(C=NCc2ccccn2)=C(O)C1	1%	2%	1%
Cc1ccc(NS(=O)(=O)c2ccc(CCC(=O)NCCCOC(C)C)cc2)cc1	0%	-3%	0%
O=C(CN1CCN(c2ncc(C(F)(F)F)cc2Cl)CC1)Nc1ccc2c(c1)OCO2	-1%	0%	-7%
CC(=O)N1N=C(c2ccc(C)cc2)CC1c1cn(-c2ccccc2)nc1-c1cccs1 (stereo not given)	.	-2%	12%
COc1ccc(-c2cn[nH]c2-c2ccc(OCc3ccccc3F)cc2O)cc1OC	10%	11%	-8%
CCc1nc(SC)[nH]c(=O)c1C	-4%	3%	2%
O=C(N/N=C/c1cccc([N+](=O)[O-])c1)c1ccc(COc2ccccc2-c2ccccc2)cc1	9%	3%	-2%
CC(C)c1ccc(NC(=O)CCCC(=O)NCCc2ccccc2)cc1	-1%	.	19%
O=C1OCc2cc(NC(=O)C3CCCO3)ccc21 (stereo not given)	-9%	-2%	5%
COc1ccc(CNC(=O)CS(=O)(=O)c2cccc3nsnc23)cc1	.	4%	-7%
O=C(COC(=O)c1ccc2[nH]c3c(c2c1)CCCC3)Nc1ccc(Cl)cc1Cl	-2%	-1%	7%
O=C(CCS(=O)(=O)c1ccc(Br)cc1)Nc1ccc(Cl)cc1F	-12%	0%	-4%
O=C(OCC(=O)N1CCCc2ccccc21)c1cccc(S(=O)(=O)N2CCc3ccccc32)c1	-4%	0%	-10%
O=S(=O)(c1cccc(F)c1)N1CCN(C(=S)NCC2CCCO2)CC1 (stereo not given)	-14%	0%	1%
COc1cc(NC(=O)CSc2nc3c(C)ccc(C)c3cc2C)c(C(=O)O)cc1OC	4%	5%	?
N#CC(C#N)=C(N)/C(C#N)=C/c1ccc(O)cc1	-21%	6%	-6%[57.1 µM]
Cc1cccc(NC(=O)c2ccc(N3CCCCC3)c([N+](=O)[O-])c2)n1	13%	11%	-14%
COc1ccc(C(=O)NC(=S)Nc2ccc3[nH]c(=O)[nH]c3c2)cc1	-9%	4%[0.0935 µM]	-4%
CN1CCCCC1=NCCCn1cnc2c1c(=O)n(C)c(=O)n2C	-5%	-4%	-1%
COc1ccc(C(=O)N2CCCN(C)CC2)cc1S(=O)(=O)N(C)Cc1ccccc1	.	1%	-21%
Oc1ccccc1C1NN=C(c2ccccc2)S1 (stereo not given)	-16%	.	-6%
O=C(Cc1ccc([N+](=O)[O-])cc1)NC1CCCCCC1	-1%	.	-12%
CNc1nc(Cl)c(SC)c(NCc2cccc(OC)c2)n1	3%	.	-19%
Cc1nnc(Nc2ccccn2)c2ccccc12	-2%	4%	0%
CC(C)(C)c1ccc(/C=C/C(=O)Nc2ncccn2)cc1	2%	6%	15%
COCCCNC(=O)CCCn1c(=O)c2ccccc2n(CC(=O)Nc2ccc(C)cc2Cl)c1=O	.	-3%	-1%
COCCn1c(SCC(=O)NCc2ccc(F)cc2)nc2ccccc21	4%	.	0%
CC(C)(C)OC(=O)C[C@H]1C/C=C\C[C@H](CC(=O)N[C@H](CO)Cc2ccccc2)C(=O)N[C@H](Cc2ccccc2)COC1=O	.	1%	-3%
Cc1c([N+](=O)[O-])c2ccc(O)cc2n1-c1ccccc1	2%	2%	4%
Cc1ccc(CNS(=O)(=O)c2c(C)nc3scc(C)n3c2=O)cc1	-2%	1%&2%	-9%&13%
CCOC(=O)c1cc(-c2csc(Nc3c(C)cc(C)cc3C)n2)on1	0%	6%	0%
CC1(C)S[C@@H]2[C@H](NC(=O)[C@@H](NC(=O)N3CCNC3=O)c3ccccc3)C(=O)N2[C@H]1C(=O)O	1%[21.6 µM]	13%[21 µM]	.
COc1ccc(OCC(=O)N2CCCC2=O)c([N+](=O)[O-])c1	2%	5%	3%

Taken from above.
N370S GC, `Cc1c([N+](=O)[O-])c2ccc(O)cc2n1-c1ccccc1` stands at 2%
TDP1 inh, `CC1(C)S[C@@H]2[C@H](NC(=O)[C@@H](NC(=O)N3CCNC3=O)c3ccccc3)C(=O)N2[C@H]1C(=O)O` stands at 13%[21 µM]
N370S GC, `COc1ccc(OCC(=O)N2CCCC2=O)c([N+](=O)[O-])c1` stands at 2%

Three of the entries above in order of the TDP1 inh value, rising.
SMILES	N370S GC	TDP1 inh	FEN1 inhibitor
O=C(COC(=O)c1ccc2[nH]c3c(c2c1)CCCC3)Nc1ccc(Cl)cc1Cl	-2%	-1%	7%
Cc1c([N+](=O)[O-])c2ccc(O)cc2n1-c1ccccc1	2%	2%	4%
COc1cc(OC)cc(-c2c(-c3ccc(F)cc3)c3cc(-c4ccc(OC)nc4)ccc3n2C)c1	.	3%	11%

Reformatted: results already given
Value order – N370S GC, TDP1 inh, FEN1 inhibitor
COCCCNC(=O)CCCn1c(=O)c2ccccc2n(CC(=O)Nc2ccc(C)cc2Cl)c1=O
 : ., -3%, -1%
COCCn1c(SCC(=O)NCc2ccc(F)cc2)nc2ccccc21
 : 4%, ., 0%
CC(C)(C)OC(=O)C[C@H]1C/C=C\C[C@H](CC(=O)N[C@H](CO)Cc2ccccc2)C(=O)N[C@H](Cc2ccccc2)COC1=O
 : ., 1%, -3%
Cc1c([N+](=O)[O-])c2ccc(O)cc2n1-c1ccccc1
 : 2%, 2%, 4%
Cc1ccc(CNS(=O)(=O)c2c(C)nc3scc(C)n3c2=O)cc1
 : -2%, 1%&2%, -9%&13%
CCOC(=O)c1cc(-c2csc(Nc3c(C)cc(C)cc3C)n2)on1
 : 0%, 6%, 0%

Going on with the list.
SMILES	N370S GC	TDP1 inh	FEN1 inhibitor
CCCCNC(=O)c1cnc2n(c1=O)CCS2	12%	2%	6%
CCN(CCCNc1ncnc2nc[nH]c12)c1cccc(C)c1	1%	8%	-8%
COc1ccc(C(=O)C2CCCN(C(=O)C3=CCCC3)C2)cc1OC (stereo not given)	16%	3%	0%
c1cc[n+](CCC[n+]2ccccc2)cc1	-4%	.	1%
COc1ccc(CNC(=O)CN(C2CCCCC2)S(C)(=O)=O)cc1	?	2%	4%
CN1CCC(CNC(=O)Nc2ccccc2)(c2ccccc2)CC1	-12%	.	16%
CCN1CSC(=S)N(Cc2ccccc2)C1	-3%	.	14%
CCCCNC(=S)Nc1cc(S(=O)(=O)N2CCCCC2)ccc1C	-3%	.	1%
